TcdB GH inh – inhibitors of Clostridioides difficile toxin B glycohydrolase; P18177; TcdB glycohydrolase enzymatic assay, plate reader; inhibition, % at 9.99 µM; hit rate 0.24% among 350,000; AID 652162; in the data active means inhibition above about 10%
Target sequence (P18177 whole entry, looked up): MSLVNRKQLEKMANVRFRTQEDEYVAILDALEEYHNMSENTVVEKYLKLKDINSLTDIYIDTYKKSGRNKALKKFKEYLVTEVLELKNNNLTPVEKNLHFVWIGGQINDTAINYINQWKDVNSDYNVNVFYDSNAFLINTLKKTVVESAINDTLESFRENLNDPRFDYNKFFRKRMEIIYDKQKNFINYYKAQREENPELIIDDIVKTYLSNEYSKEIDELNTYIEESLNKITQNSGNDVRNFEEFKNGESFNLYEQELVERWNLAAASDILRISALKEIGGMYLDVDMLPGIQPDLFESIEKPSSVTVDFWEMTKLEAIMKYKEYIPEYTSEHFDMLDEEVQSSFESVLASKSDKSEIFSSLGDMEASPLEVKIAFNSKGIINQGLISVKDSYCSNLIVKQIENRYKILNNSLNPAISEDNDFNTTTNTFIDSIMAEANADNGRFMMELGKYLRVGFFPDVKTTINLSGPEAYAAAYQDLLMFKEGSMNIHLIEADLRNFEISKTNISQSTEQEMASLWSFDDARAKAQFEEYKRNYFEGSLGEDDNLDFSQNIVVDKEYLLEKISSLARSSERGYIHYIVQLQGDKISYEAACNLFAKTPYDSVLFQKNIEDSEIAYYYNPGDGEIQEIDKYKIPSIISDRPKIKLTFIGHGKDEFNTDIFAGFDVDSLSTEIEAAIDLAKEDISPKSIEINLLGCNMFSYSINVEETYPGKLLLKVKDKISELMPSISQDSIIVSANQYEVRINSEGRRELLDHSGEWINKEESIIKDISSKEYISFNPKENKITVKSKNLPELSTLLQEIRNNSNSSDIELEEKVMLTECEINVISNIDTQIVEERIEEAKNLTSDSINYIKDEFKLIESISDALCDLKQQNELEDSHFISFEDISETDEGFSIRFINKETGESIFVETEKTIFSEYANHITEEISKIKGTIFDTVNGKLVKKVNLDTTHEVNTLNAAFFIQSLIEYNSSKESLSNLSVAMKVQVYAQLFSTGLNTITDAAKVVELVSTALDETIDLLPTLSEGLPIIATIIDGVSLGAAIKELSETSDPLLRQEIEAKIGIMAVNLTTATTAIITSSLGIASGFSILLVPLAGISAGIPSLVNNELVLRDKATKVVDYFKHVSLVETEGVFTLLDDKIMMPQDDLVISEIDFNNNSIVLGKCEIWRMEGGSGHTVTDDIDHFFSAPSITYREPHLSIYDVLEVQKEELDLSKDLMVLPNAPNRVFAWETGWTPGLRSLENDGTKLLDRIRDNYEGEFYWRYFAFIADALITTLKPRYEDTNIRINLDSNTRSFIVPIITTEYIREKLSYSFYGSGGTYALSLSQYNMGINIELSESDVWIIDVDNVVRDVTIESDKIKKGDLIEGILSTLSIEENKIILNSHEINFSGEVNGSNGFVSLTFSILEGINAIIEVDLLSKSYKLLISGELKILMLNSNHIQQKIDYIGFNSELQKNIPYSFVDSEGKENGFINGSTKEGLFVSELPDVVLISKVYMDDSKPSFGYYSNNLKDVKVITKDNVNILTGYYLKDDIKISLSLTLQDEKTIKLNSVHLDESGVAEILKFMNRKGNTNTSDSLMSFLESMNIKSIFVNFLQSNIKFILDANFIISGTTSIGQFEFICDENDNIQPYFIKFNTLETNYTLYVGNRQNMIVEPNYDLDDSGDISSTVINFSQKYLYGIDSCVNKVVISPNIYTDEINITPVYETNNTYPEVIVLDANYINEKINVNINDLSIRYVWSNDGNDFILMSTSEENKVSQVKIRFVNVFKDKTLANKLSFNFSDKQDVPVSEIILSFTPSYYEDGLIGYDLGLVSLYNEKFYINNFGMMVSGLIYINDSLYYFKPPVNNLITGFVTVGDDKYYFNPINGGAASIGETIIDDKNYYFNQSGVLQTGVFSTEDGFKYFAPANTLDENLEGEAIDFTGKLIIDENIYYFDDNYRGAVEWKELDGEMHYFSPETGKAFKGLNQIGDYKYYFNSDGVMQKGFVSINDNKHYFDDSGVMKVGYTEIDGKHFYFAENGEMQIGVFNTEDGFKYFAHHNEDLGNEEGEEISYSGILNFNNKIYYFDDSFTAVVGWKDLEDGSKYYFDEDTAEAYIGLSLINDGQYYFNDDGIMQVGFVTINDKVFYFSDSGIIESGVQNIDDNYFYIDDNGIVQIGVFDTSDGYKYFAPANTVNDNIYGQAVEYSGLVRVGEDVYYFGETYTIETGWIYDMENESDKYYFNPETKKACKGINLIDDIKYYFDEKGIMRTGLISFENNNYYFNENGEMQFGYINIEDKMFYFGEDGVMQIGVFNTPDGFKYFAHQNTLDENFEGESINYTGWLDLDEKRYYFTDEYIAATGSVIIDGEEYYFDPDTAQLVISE
MazEF act – MazEF (E. coli) toxin RNase activation | hit rate 0.32% among 350,000 | FAM/BHQ RNA-DNA oligo cleavage fluorescence, 5 h | activation, % at 20 µM | AID 504720 | P0AE70; in the data active means activation above about 50%
3CLpro inhibitor – SARS-CoV 3CLpro protease inhibition; recombinant SARS-CoV 3CLpro, quenched FRET peptide cleavage; hit rate 0.14% among 290,000; P0C6X7; inhibition, % at 6 µM; in the data active means inhibition above about 12%
Yp Topo-I inh – Y. pestis Topo-I inhibition via cleavage products | hit rate 0.064% among 360,000 | activity, % at 10 µM | Y. pestis Topo-I cleavage product accumulation, plate reader; in the data active means activity above about 50%, passing the limit was not always enough; inconclusive means no clear call, values can overlap the other calls; further: inactives centre near 2
BH1578 lux ind – inducers of Vibrio cholerae quorum light production without autoinducers; V. cholerae BH1578 lux reporter, luminescence, 6 h; activation, % at 18.7 µM; hit rate 0.16% among 350,000; AID 588436; in the data active means activation mostly above about 9.7%, no sharp cut-off; inconclusive means no clear call, values can overlap the other calls; inactive means mostly below about 3.7%; further: not every result past the cut was called active; inactives centre near 0; reference of the scale not given here
Rv3671c inh – Rv3671c (M. tuberculosis) protease inhibition; P9WHR9; inhibition, % at 5.96 µM; hit rate 0.048% among 320,000; AID 2606; in the data active means inhibition above about 38%;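 further: extracellular domain of Rv3671c used as enzyme; 0% = enzyme with DMSO and 100% = no enzyme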
PriA SSB inh – K. pneumoniae PriA-SSBct interaction inhibition; AlphaScreen SSBct-PriA binding, biotinylated peptide; inhibition, % at 33 µM; hit rate 0.6% among 430,000; AID 1272365; in the data active means inhibition mostly above about 37%, no sharp cut-off; inactive means mostly below about 20%;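 further: plate controls were negative control peptide for no effect and reference peptide for full effect; strong numbers were not always called active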
DUSP3 inh – inhibitors of human VHR1 phosphatase (DUSP3) | inhibition, % at 13.3 µM | AID 1654 | P51452 | recombinant VHR phosphatase, pNPP absorbance | hit rate 0.52% among 290,000; in the data active means inhibition above about 50%; further: some compounds called inactive have numbers as strong as hits
PfHsp40 yeast – compounds rescuing yeast from Plasmodium falciparum HSP40 toxicity; growth rescue, % at 12.5 µM; hit rate 0.68% among 340,000; S. cerevisiae expressing PfHsp40, growth rescue, ATP luminescence; in the data active means growth rescue above about 28%, passing the limit was not always enough; inconclusive means no clear call, values can overlap the other calls;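 further: yeast W303a lacking pdr1 and pdr3 grown in galactose medium; growth measured after three days at 30 °C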
Anthrax LF prot – anthrax lethal factor protease inhibition | P15917 | multiplex microsphere protease cleavage assay, LF | inhibition, % at 10 µM | hit rate 0.12% among 360,000; in the data active means inhibition above about 30%; inconclusive means no clear call, values can overlap the other calls; further: plate controls were buffer without enzyme for full effect and enzyme alone for no effect
The depositor's hits bear a star; i = inactive; u = inconclusive; x = no result given; + = active, no number; & = joins results of further samples. A portion of the library; rates above refer to the full screens.

Start of the data: the first 3 compounds, ahead of the listing:
SMILES	TcdB GH inh	MazEF act	3CLpro inhibitor	Yp Topo-I inh	BH1578 lux ind	Rv3671c inh	PriA SSB inh	DUSP3 inh	PfHsp40 yeast	Anthrax LF prot
Cc1ccccc1NC(=O)c1ccc(Nc2c([N+](=O)[O-])cc([N+](=O)[O-])c3ccccc23)cc1	1.6	8	7	-7	-0.7	-7	48*	21	-0.8	-3
CC/C(Cc1ccccc1)=N/NC(=O)CNC(=O)c1ccc(Cl)cc1Cl	-1.5	7	3	5	0.3	x	x	17	-0.1	-2
CC(=O)Oc1ccccc1Cn1c(C)c(C(=O)NCc2cccc(Cl)c2)sc1=O	0.6	x	x	-4	i	x	x	x	x	-3

The listing, from the first entry:
SMILES	TcdB GH inh	MazEF act	3CLpro inhibitor	Yp Topo-I inh	BH1578 lux ind	Rv3671c inh	PriA SSB inh	DUSP3 inh	PfHsp40 yeast	Anthrax LF prot
Cc1ccccc1NC(=O)c1ccc(Nc2c([N+](=O)[O-])cc([N+](=O)[O-])c3ccccc23)cc1	1.6	8	7	-7	-0.7	-7	48*	21	-0.8	-3
CC/C(Cc1ccccc1)=N/NC(=O)CNC(=O)c1ccc(Cl)cc1Cl	-1.5	7	3	5	0.3	x	x	17	-0.1	-2
CC(=O)Oc1ccccc1Cn1c(C)c(C(=O)NCc2cccc(Cl)c2)sc1=O	0.6	x	x	-4	i	x	x	x	x	-3
COc1ccc(-c2ccc3sc4ccccc4c(=O)c3c2)cn1	0.7	-63	x	-10	-0.8	-3	-11	x	-0.1	5
COc1ccccc1NC(=O)Cc1ccc(-c2ccccc2)cc1	2.8	-2	6	31	+	-14	-23	-2	11	8
CCOc1ccc(-c2nc(N)ncc2-c2ccc(OC)cc2)c(O)c1	x	2	0	7	i	-3	23	-8	0.2	-4
CCOc1ccc(CCN2C(=S)N([C@@H](CC(C)C)CN3CCCC3CN3C(=S)NC[C@@H]3CC(C)C)C[C@@H]2Cc2ccccc2)cc1 (some centres undefined)	1.9	5	x	11	1.0	x	-7	x	0.0	-11
O=S(=O)(N1CCCCCC1)N1CCN(S(=O)(=O)N2CCCCC2)CC1	0.7	4	0	-3	-0.1	-3	-21	12	-0.6	0
CCOC(=O)N1CCN(C(=O)COCc2cc(-c3ccc4c(c3)OCO4)on2)CC1	2.1	-11	5	13	-0.8	2	-9	10	1.0	0
CCOC(=O)C1(CCc2ccccc2)CCN(C(=O)CCn2cnnn2)CC1	0.0	-8	1	u	-0.4	-11	4	26	-0.4	-4
COc1c(/C=N/Nc2ccc(C(=O)O)cc2)c(CCN(C)C(C)=O)cc2c1OCO2	-0.6	2	-1	8	-0.6	8	i	13	1.9	-3
Cc1cccc(N(CC(=O)N2CCN(c3ccc(F)cc3)CC2)S(C)(=O)=O)c1C	1.5	11	1	9	-0.5	4	2	20	-0.6	0
CCCCN(C(=O)c1cccc(-c2ccc(OC(C)=O)cc2)c1)c1c(N)n(CCC)c(=O)[nH]c1=O	1.8	-3	x	1	-0.5	-5	-5	x	0.0	0
CCN1/C(=C/C=C/c2oc3ccc(-c4ccccc4)cc3[n+]2CC)Oc2ccc(-c3ccccc3)cc21	1.2	x	-165	12	0.5	60*	0	6	129*	-100
O=C(O)c1ccc(Cl)c(S(=O)(=O)Nc2ccc3[nH]c(=O)[nH]c3c2)c1	3.9	-12	0	-3	i	-1	1	14	1.8	-1
NS(=O)(=O)c1ccc(CNC(=S)NC2CC2)cc1	0.5	-1	4	-2	-0.2	5	-13	-17	-1.6	0
COCCn1nnnc1C(c1cccc(C(F)(F)F)c1)N1CCN(Cc2ccccc2)CC1 (centres undefined)	x	1	4	35	i	2	10	16	-1.0	-1
Cc1cnn(CCC(=O)NNC(=S)Nc2ccccc2)c1	x	-1	-5	3	i	-12	-9	17	2.2	0
CCN1CCN(c2ccc(S(=O)(=O)N3CCCCC3)cc2NC(=O)c2ccc(C)o2)CC1	x	9	x	-1	-1.2	-3	-7	x	0.1	-6
O=C(Nc1ccc(N2CCOCC2)cc1)c1ccc(Cl)cc1N1CCCC1=O	-0.7	-12	x	-1	0.8	-2	-6	x	-0.8	-4
Cc1c(C(=O)Nc2ccc(S(=O)(=O)N(C)C3CCN(C)CC3)cc2)oc2c(Cl)cccc12	0.0	-14	x	-27	i	-8	15	x	0.3	x
O=C(CSc1nc2ncccc2[nH]1)NCc1ccco1	-0.3	10	-8	-2	-0.4	-13	-2	62	0.5	0
C=CCOc1ccc(/C=C/C(=O)OCC(=O)N(C)CC(=O)Nc2ccccc2Cl)cc1	-2.1	-3	x	18	-7.1	5	-7	x	-0.6	0
CCCCCCCSc1nc(N)cc(=O)[nH]1	x	-3	-1	8	i	-7	-5	47	-0.9	-1
COC(=O)Nc1ccc(S(=O)(=O)N2CCCC(C(=O)N3CCN(C)CC3)C2)cc1 (centres undefined)	-0.5	4	2	7	-2.3	-2	-10	21	0.0	0

(further entries)
SMILES	TcdB GH inh	MazEF act	3CLpro inhibitor	Yp Topo-I inh	BH1578 lux ind	Rv3671c inh	PriA SSB inh	DUSP3 inh	PfHsp40 yeast	Anthrax LF prot
C1CN(c2nc(N3CCOCC3)nc(N3CCOCC3)n2)CCO1	x	5	3	x	x	-8	-12&-16	14	x	x
COC(=O)c1ccc(COc2ccccc2/C=C(\C#N)C(=O)Nc2c(C)cc(C)cc2C)cc1	0.3	2	-6	22	-0.2	-68	5	8	-0.8	1
O=c1[nH]c2ccccc2nc1/C=C/c1ccc(Cl)cc1	0.0	24	3	3	i	-2	-6	61	-0.3	0
Cc1cc(C)cc(NC(=S)N2CCN(CCO)CC2)c1	x	-8	-3	1	i	-4	6	10	-2.4	0
O=C(CCCOc1ccc(Cl)cc1Cl)NCCCO	x	8	-2	5	i	-5	0	7	0.3	-2
O=C1NC(Nc2nccs2)(C(F)(F)F)C(=O)N1CCc1ccccc1 (centres undefined)	x	-8	3	3	i	3	-15	32	-1.9	-2
Cc1ccccc1-c1cnc(C(O)c2c(C)cccc2C)[nH]1 (centres undefined)	-5.0	x	x	7	-4.0	x	x	x	x	-4
O=C(CCNC(=O)c1ccccc1Cl)Nc1cc(C(F)(F)F)ccc1N1CCCC1	0.7	-2	4	14	-1.8	-5	26	24	-1.1	2
CCOc1ccc(S(=O)(=O)N2CCN(C(=O)C3CCC3)CC2)cc1	2.4	4	x	0	-5.7	7	-1	x	-0.2	0
Cc1cccc2cc(CN(CCCO)C(=O)Nc3ccccc3Cl)c(=O)[nH]c12	x	-3	3	7	0.8	0	-4	7	-0.8	6
Cc1cc(N2CCCC2)ccc1/C=C1/C(=O)N(C)C(=S)N1C	0.4	21	-1	-8	-0.5	-1	18	6	-0.6	0
COc1ccc(C2(CNC(=O)c3ccc(C)cc3)CCOCC2)cc1	1.5	5	-2	8	-0.2	-3	1	11	1.4	1
COc1ccc(S(=O)(=O)N2Cc3ccccc3CC2C(=O)Nc2nccs2)cc1 (centres undefined)	x	-6	-2	0	-0.4	-12	0	17	-0.2	-3
O=c1c2ccccc2sn1-c1cc(S(=O)(=O)N2CCOCC2)ccc1N1CCCC1	x	-18	-2	23	-3.6	0	-19	11	15	-8
Cc1cc(=O)n2nc(N3CCCC(C(=O)NC4CCC(C)CC4)C3)sc2n1 (centres undefined)	3.0	4	-2	-1	i	-3	4	15	-0.7	1
COC(=O)CCC(=O)OC1(C)C(=O)C2=CN(c3ccccc3)C(c3ccc(OC)cc3)=CC2=C(Br)C1=O (centres undefined)	-0.4	-9	x	5	-1.3	-4	17	x	3.0	-6
COc1ccc(/C=C(\C#N)C(=O)Nc2cccnc2)cc1	0.0	-4	-6	-3	-0.4	7	12	-4	0.2	1
Clc1ccc2noc(-c3ccccc3)c2c1	0.0	0	0	2	i	-1	0	-19	-0.2	-6
CN(C)C(=O)c1snnc1-c1ccccc1	x	13	2	-3	i	-9	-6	15	-1.6	2
CC(C)COC(=O)c1cccc2c1-c1ccccc1/C2=N\O	x	-3	-2	40	i	-55	x	16	u	-5
COc1ccc(-n2c(C)nc3cc(C(=O)N4CCOCC4)ccc32)cc1	x	3	-4	3	-0.7	-5	-5	-6	-0.3	6
c1cc2c(cc1[C@H]1OC[C@H]3[C@@H]1CO[C@@H]3c1ccc3c(c1)OCO3)OCO2	0.7	-4	x	30	-0.2	6	-16	0	3.4	-13
O=C(CSc1c[nH]c2ccccc12)N1CCCc2ccccc21	4.7	0	2	1	i	-9	3	11	0.2	-10
COc1cc(/C=C2\COC/C(=C\c3cc(OC)c(OC)c(OC)c3)C2=O)cc(OC)c1OC	-0.8	-1	1	-2	-0.4	x	-7	9	0.8	-3
Cc1ccc(S(=O)(=O)N(C)C)cc1NC(=S)NCc1ccco1	1.2	-11	2	-8	0.7	-5	13	21	0.8	-1

Continued:
SMILES	TcdB GH inh	MazEF act	3CLpro inhibitor	Yp Topo-I inh	BH1578 lux ind	Rv3671c inh	PriA SSB inh	DUSP3 inh	PfHsp40 yeast	Anthrax LF prot
COc1cc(CC(=O)Nc2ccc(S(=O)(=O)N(C)C)cc2)cc(OC)c1OC	-2.5	-4	-2	-2	i	-6	-11	10	0.8	0
CS(=O)(=O)N1CCN(C(=O)c2cc3ccccc3oc2=O)CC1	1.1	1	-5	0	-0.1	6	-19	-8	0.7	1
CCN(CC(=O)NC)S(=O)(=O)c1ccc(Br)cc1	x	-3	-6	4	0.7	-6	-16	1	-0.4	2
CSc1nnc(C)c(/C=C/Nc2ccc(C)cc2)n1	x	26	-2	3	4.2	-5	5	21	-0.3	2
CCOC(=O)N1CCN(C(=S)NC(=O)C2CCCC2)CC1	0.5	10	4	-4	i	12	2	0	-0.5	-2
COC(=O)N/N=C(C)\C=C\c1ccco1	0.2	3	-4	-8	i	1	x	4	-1.4	-4
CCC(C(=O)Nc1cc(Cl)ccc1OC)c1ccccc1 (centres undefined)	1.1	-13	4	-1	-3.6	-6	-21	-18	-0.4	-3
Cc1ccc(N2C(S)=C(C#N)C(=O)NC2c2cccs2)cc1 (centres undefined)	-0.4	5	5	2	i	12	-18	-7	0.0	0
O=c1c2ccccc2nnn1COc1cccc2ccccc12	-0.3	-5	-2	13	-0.3	-14	-26	4	0.5	-5
CCC/C(O)=C1\C(=O)CCCC1=NCCc1ccc(OCC)c(OCC)c1	1.1	3	1	-5	-0.7	2	x	18	-0.6	-4
CC(=O)NCCn1c(SCc2cc(=O)n3cc(Cl)ccc3n2)nc2ccccc2c1=O	-0.5	5	1	-3	1.3	-4	-7	-2	0.4	0

Complete entries, looked up by structure. Order of values: TcdB GH inh	MazEF act	3CLpro inhibitor	Yp Topo-I inh	BH1578 lux ind	Rv3671c inh	PriA SSB inh	DUSP3 inh	PfHsp40 yeast	Anthrax LF prot
Record of COc1cc(CC(=O)Nc2ccc(S(=O)(=O)N(C)C)cc2)cc(OC)c1OC → -2.5	-4	-2	-2	i	-6	-11	10	0.8	0
Record of CCN(CC(=O)NC)S(=O)(=O)c1ccc(Br)cc1 → x	-3	-6	4	0.7	-6	-16	1	-0.4	2

Some of the entries so far, with values under each structure.
Order of values – TcdB GH inh | MazEF act | 3CLpro inhibitor | Yp Topo-I inh | BH1578 lux ind | Rv3671c inh | PriA SSB inh | DUSP3 inh | PfHsp40 yeast | Anthrax LF prot
- CS(=O)(=O)N1CCN(C(=O)c2cc3ccccc3oc2=O)CC1
 : 1.1 | 1 | -5 | 0 | -0.1 | 6 | -19 | -8 | 0.7 | 1
- CCN(CC(=O)NC)S(=O)(=O)c1ccc(Br)cc1
 : x | -3 | -6 | 4 | 0.7 | -6 | -16 | 1 | -0.4 | 2
- CSc1nnc(C)c(/C=C/Nc2ccc(C)cc2)n1
 : x | 26 | -2 | 3 | 4.2 | -5 | 5 | 21 | -0.3 | 2
- CCOC(=O)N1CCN(C(=S)NC(=O)C2CCCC2)CC1
 : 0.5 | 10 | 4 | -4 | i | 12 | 2 | 0 | -0.5 | -2
